# TrxR1 inh – qHTS Assay for Inhibitors of Mammalian Selenoprotein Thioredoxin Reductase 1 (TrxR1): qHTS; Potency, µM (titrated, usually from 114 µM), inactives show at the top dose activity change, negative = inhibition, actives largely listed as inhibitors; recombinant rTrxR1, NADPH fluorescence consumption, selenite substrate; Thioredoxin reductase 1, cytoplasmic (Rattus norvegicus), O89049; AID 588453, 2011; 390,000 compounds, 1% hits; note: potency is the fitted concentration of half-maximal effect; % is set by controls: 0 for no effect and ±100 for the full control effect; nearly all actives have a fitted effect of over 65% in size
#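 Rat TrxR1 (90 nM in the dispensed reagent) was pre-reduced with 400 uM NADPH for 5 min at room temperature, then incubated with compound for 15 min. After 400 uM selenite was added, NADPH fluorescence (Ex 340/Em 450 nm) was followed for 8 min.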
# PI4K2A inh – qHTS for small molecular inhibitors of PI4K2A; purified PI4K2A, ADP-Glo luminescence, 1 h; hits give low values; activity change, negative = inhibition, % at 76.9 µM; 420,000 compounds, 0.13% hits; AID 1346378, 2018; in the data active = activity change below about -50%; inconclusive = mostly about -30% to -49%;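 note: -100% = wells without enzyme as full effect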
# Target sequence (Q9BTU6 whole entry, looked up): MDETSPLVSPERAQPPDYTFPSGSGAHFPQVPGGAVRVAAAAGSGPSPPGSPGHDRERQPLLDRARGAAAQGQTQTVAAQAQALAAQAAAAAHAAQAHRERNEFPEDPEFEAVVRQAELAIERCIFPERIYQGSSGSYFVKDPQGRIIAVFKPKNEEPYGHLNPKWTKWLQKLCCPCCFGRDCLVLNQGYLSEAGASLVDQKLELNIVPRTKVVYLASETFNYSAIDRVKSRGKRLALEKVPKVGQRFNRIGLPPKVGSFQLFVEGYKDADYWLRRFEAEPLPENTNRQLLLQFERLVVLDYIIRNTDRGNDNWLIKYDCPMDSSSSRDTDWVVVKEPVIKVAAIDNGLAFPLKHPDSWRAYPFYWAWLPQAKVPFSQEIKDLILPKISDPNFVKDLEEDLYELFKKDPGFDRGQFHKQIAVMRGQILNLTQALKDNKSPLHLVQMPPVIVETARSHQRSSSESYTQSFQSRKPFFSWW
#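 Compounds are screened against recombinant PI4K2A using PI as substrate and ATP, the latter dispensed at 300 microM. Reactions run one hour at ambient temperature before ADP-Glo detection; full inhibition defined by wells lacking enzyme.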
# USP1 inh – Inhibitors of USP1/UAF1: Primary Screen; Ubiquitin carboxyl-terminal hydrolase 1 (Homo sapiens), O94782; recombinant USP1/UAF1, Ub-Rhodamine cleavage fluorescence; 390,000 compounds, 0.23% hits; Potency, µM (top dose mostly 57.1 µM), for inactives: top-dose activity change, negative = inhibition, usual class: inhibitors; note: potency is the fitted concentration of half-maximal effect; % is set by controls: 0 for no effect and ±100 for the full control effect; nearly all actives have a fitted effect of over 60% in size; inactives centre near -12
#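 In this screen, compounds sit with the deubiquitinase complex (1nM) for 15 min at room temperature before Ub-Rho is added at 150nM final. Fluorescence rise is then followed for 6 reads every 60 seconds.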
# TrxR1 substrate – qHTS Assay for Substrates of Mammalian Selenoprotein Thioredoxin Reductase 1 (TrxR1): qHTS | purified TrxR1 substrate turnover, NADPH consumption readout | Potency, µM (titrated, usually from 114 µM), for the others: top-dose activity change, negative = substrate turnover | 390,000 compounds, 0.01% hits | AID 588456, 2011; note: potency is the fitted concentration of half-maximal effect; % is set by controls: 0 for no effect and ±100 for the full control effect; nearly all actives have a fitted effect of over 50% in size
#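 Rat TrxR1, dispensed at 90 nM, was prereduced with 400 uM NADPH (final) for 5 min at ~22 deg C, then incubated with compound 15 min before 400 uM selenite. A first-read NADPH fluorescence drop versus no-compound background flagged substrates.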
# D2 agonist – HTS Assay for Allosteric Agonists of the Human D2 Dopamine Receptor: Primary Screen for Agonists; D(2) dopamine receptor (Homo sapiens), P14416; HEK293 T-REx D2 cells, calcium flux agonist mode; activation, % at 2 µM; 340,000 compounds, 0.53% hits;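 active = activation over 3 SD above normal in the single-dose calcium agonist read, cut at about 30% in these data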; note: 0% is about no effect
# Target sequence (P14416 whole entry, looked up): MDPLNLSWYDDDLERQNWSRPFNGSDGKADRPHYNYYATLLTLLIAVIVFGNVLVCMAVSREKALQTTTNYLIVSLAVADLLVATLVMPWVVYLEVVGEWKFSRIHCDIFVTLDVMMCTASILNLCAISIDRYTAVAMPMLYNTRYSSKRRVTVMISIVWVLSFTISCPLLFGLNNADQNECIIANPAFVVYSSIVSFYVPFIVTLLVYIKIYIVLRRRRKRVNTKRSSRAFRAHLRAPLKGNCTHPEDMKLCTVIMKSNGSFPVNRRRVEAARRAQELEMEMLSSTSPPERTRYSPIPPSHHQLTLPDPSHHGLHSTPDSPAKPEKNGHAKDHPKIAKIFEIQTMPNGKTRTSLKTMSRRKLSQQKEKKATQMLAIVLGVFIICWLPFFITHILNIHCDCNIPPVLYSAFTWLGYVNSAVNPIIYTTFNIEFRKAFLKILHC
#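 HEK293 Trex D2 cells, tetracycline-induced, o/n 30 C 5% CO2; no-wash Ca dye, RT 30–90 min; 10-cycle baseline, 23 nl cpd added, kinetic Ca read 180 s; agonist hits = positive Ca response.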
# TRHR PAM – qHTS for Small Molecule Agonists and Allosteric Enhancers of Human TRH Receptor: Primary Screen for Enhancers | TRHR cells, fluo-8 calcium fluorescence, EC20 TRH enhancement | enhancement, % at 2 µM | 360,000 compounds, 0.66% hits | AID 493056, 2011; in the data active = enhancement above about 30%; note: 0% is about no effect
#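 TRHR-expressing cells loaded with fluo-8 calcium dye were read kinetically (ex 480/em 530) during compound addition, then stimulated with an EC20 of TRH (10 nM final). Enhancement of the Gq-mediated intracellular calcium response was scored.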
# TRHR agonist – qHTS for Small Molecule Agonists and Allosteric Enhancers of Human TRH Receptor: Primary Screen for Agonists. activation, % at 2 µM. AID 493084, 2011. 360,000 compounds, 0.18% hits. TRHR cells, calcium flux fluo-8, FDSS agonist mode. Thyrotropin-releasing hormone receptor (Homo sapiens), P34981; in the data active = activation above about 30%; note: 0% is about no effect
#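 Agonist-mode FDSS calcium read (Ex 480/Em 530, 1 s cycles) in 1536-well TRHR cells with fluo-8 dye, after 10-cycle baseline and 23 nL compound addition; TRH at EC20 (10 nM final) added afterwards for the enhancer phase.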
# D2 antag – HTS Assay for Allosteric Antagonists of the Human D2 Dopamine Receptor: Primary Screen for Antagonists | D(2) dopamine receptor (Homo sapiens), P14416 | HEK293 TREx D2 cells, calcium flux, dopamine EC80 | inhibition, % at 10 µM | 340,000 compounds, 2% hits | AID 485344, 2010; in the data active = inhibition above about 30%; note: 0% is about no effect
#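 Dopamine at EC80 is the agonist stimulus; test compounds precede it by 180 s. Calcium flux read kinetically in a force-coupled, inducible HEK293 T-REx D2 cell line.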
# IDH1 R132H inh – qHTS for Inhibitors of mutant isocitrate dehydrogenase 1 (IDH1): qHTS; IDH1-R132H enzyme, NADPH consumption, diaphorase/resazurin fluorescence; Potency, µM (titrated, usually from 76.6 µM), without a hit: top-dose activity change, negative = inhibition, hits mostly inhibitors; 390,000 compounds, 0.093% hits; note: potency is the fitted concentration of half-maximal effect; % is set by controls: 0 for no effect and ±100 for the full control effect; nearly all actives have a fitted effect of over 65% in size
#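 IDH1-R132H (0.5 ug/mL dispensed) in pH 7.5 Tris buffer was preincubated 30 min with compound, then given a substrate mix of 0.016 mM NADPH and 2 mM alpha-KG for 80 min at room temperature; remaining NADPH was read by diaphorase/resazurin fluorescence.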
# * hit, by the source's call; ? = inconclusive; . = not tested or not shown; & = joins results of further samples; [ ] = dose if it differs, or a comment. Unless noted, calls come from the whole dose curve; as a rule, active = well fitted inhibition curve with a large enough effect; inconclusive = small, poorly fitted or top-dose-only effect; inactive = no such curve, though single readings can be large or run the other way.
SMILES,TrxR1 inh,PI4K2A inh,USP1 inh,TrxR1 substrate,D2 agonist,TRHR PAM,TRHR agonist,D2 antag,IDH1 R132H inh
CC1(c2ccccc2)CC(C)(C)N(C(=O)c2cc([N+](=O)[O-])cc([N+](=O)[O-])c2)c2ccccc21 (configuration not stated),8%,-1,-16%,4%[0.457 µM],-1.0,2,2.0,-4,2%
Cc1[nH][nH]c(=O)c1C(c1cc([N+](=O)[O-])ccc1O)c1c(C)[nH][nH]c1=O,-8%,2,-9%,-3%,0.6,-3,1.1,5,2%
COC(=O)C1=C(O)/C(=C\c2ccc(CNS(=O)(=O)c3ccccc3)o2)N=C1C,?,-7,-26%,-8%,2.9,0,0.8,-2,0%
Cc1cc(OCC(=O)Nc2ccc(Br)cc2)cc2c1C(=O)CC(C)(C)O2,1%,2,-15%,-9%,1.0,10,0.4,41*,5%
COc1cc2ncnc(NCCc3ccccc3)c2cc1OC,10%,-6,-26%,2%,-1.4,1,-1.9,-6,6%
COc1ccc(OCCNC(=O)c2ccccc2Cl)cc1,14%,-2,-10%,0%,0.8,12,-1.0,16,0%
Cc1cccc(N=C2NC(=O)/C(=C\c3cccs3)S2)c1,-20%,-2,-17%,-7%,.,3,-0.6,.,0%
O=C(/C=C/c1c(F)cccc1Cl)N1CCc2ccccc2C1,-2%,-6,-9%,5%,0.5,-4,-0.4,-5,0%
CCC(C(=O)Nc1ccccc1OC)n1c(C(=O)OC)cc2sc(Cl)cc21 (configuration not stated),7%,-1,-9%,-7%,0.7,-3,1.3,.,-18%
O=C(NCc1ccc(Cl)cc1)c1ccc2c(Cl)c3c(nc2c1)CCCC3,24%,-26,-29%,1%,0.6,3,0.4,.,2%
O=C1N(c2ccccc2C(F)(F)F)O[C@@]1(c1ccccc1)C1CCCCC1,20%,-2,13%,-9%,-0.2,6,-0.1,-5,7%
CCc1n[nH]c2c1C(=O)CC(C)(C)C2,15%[57.1 µM],-2,-21%,-5%[57.1 µM],0.8,-4,0.9,-9,5%
C=C(C)Cn1c(SCC(=O)Nc2cccc(Cl)c2)nc2sc3c(c2c1=O)CCCC3,-1%,-2,-19%,-1%,-2.2,0,-1.3,.,-7%
CCOC(=O)CSc1nc(Cc2ccccc2)nc2ccccc12,1%,3,-21%,-12%,.,-4,-0.8,.,-9%
CCCN1C(C(=O)c2ccccc2)=C(OC(=O)c2ccc(OC)cc2)c2ccccc2S1(=O)=O,19%,-1,-21%,0%,1.6,-2,0.9,.,12%
CCCCn1cnc2sc3c(c2c1=N)CCCC3,12%[57.1 µM],-2,-16%,13%[57.1 µM],1.2,-9,1.3,28,0%
CNC(=O)Cn1nc(-c2ccc(C)cc2)c2ccccc2c1=O,-8%,0,-8%,-6%,-0.1,-1,0.8,-3,1%
CCOC(=O)c1ccc(NC(=O)c2cc(=O)c3cc(CC)ccc3o2)cc1,18%,2,-20%,6%,-0.6,2,0.2,.,1%
Cc1cc2oc(=O)sc2cc1NS(=O)(=O)c1ccccc1,5%,-2,-4%,-5%,-3.1,-4,0.5,3,1%
O=C1CCCc2c1cc(-c1ccccc1)n2-c1ccccc1,3%,2,-14%,-6%,1.4,1,-0.1,13,0%

# Another view of some results above:
SMILES	TrxR1 inh	PI4K2A inh	USP1 inh	TrxR1 substrate	D2 agonist	TRHR PAM	TRHR agonist	D2 antag	IDH1 R132H inh
COC(=O)C1=C(O)/C(=C\c2ccc(CNS(=O)(=O)c3ccccc3)o2)N=C1C	?	-7	-26%	-8%	2.9	0	0.8	-2	0%
Cc1cc(OCC(=O)Nc2ccc(Br)cc2)cc2c1C(=O)CC(C)(C)O2	1%	2	-15%	-9%	1.0	10	0.4	41*	5%
COc1cc2ncnc(NCCc3ccccc3)c2cc1OC	10%	-6	-26%	2%	-1.4	1	-1.9	-6	6%
COc1ccc(OCCNC(=O)c2ccccc2Cl)cc1	14%	-2	-10%	0%	0.8	12	-1.0	16	0%

# (continued)
SMILES,TrxR1 inh,PI4K2A inh,USP1 inh,TrxR1 substrate,D2 agonist,TRHR PAM,TRHR agonist,D2 antag,IDH1 R132H inh
CCOC(=O)c1ccc2ncc(-c3ccccc3)nc2c1,17%[57.1 µM],1,4%,-1%,-0.8,18,-1.1,-4,5%
COc1ccc(C)cc1S(=O)(=O)Nc1ccc(F)cc1,0%,2,1%,-4%,1.8,-3,0.5,5,-6%
O=C(NCCC1=CCCCC1)c1cccc(S(=O)(=O)N2CCCCC2)c1,13%,4,-11%,2%,0.1,2,0.6,0,5%
O=C(CCCn1ncn2c(cc3occc32)c1=O)NCc1ccccc1F,-3%&12%,-2&-2,-27%&-17%,-1%&5%,-0.1&-0.6,-1&0,1.0&-0.4,1,-3%&15%
NC(=O)C1(N2CCCCC2)CCN(C(=S)NC2CCCC2)CC1,27%,-7,-16%,9%,0.8,-3,1.0,-6,7%
Cc1ccccc1NC(=O)c1ccc(NC(=O)C2CC(=O)OC23CCCCC3)cc1 (configuration not stated),16%[57.1 µM],1,2%,-4%[57.1 µM],0.8,-2,1.0,-1,2%
COc1ccc(S(=O)(=O)N2CCN(Cc3ccc4c(c3)OCO4)CC2)cc1,19%,5,-16%,-2%,0.0,-6,0.1,6,7%
Cc1ccc(-n2[nH]c(C)c(CCC#N)c2=O)cc1,2%[57.1 µM],-7,-12%,6%[57.1 µM],.,7,0.2,.,9%
CC1CC(C)CN(S(=O)(=O)c2ccc(C(C)(C)C)cc2)C1 (configuration not stated),18%,15,3%,8%[57.1 µM],-0.9,-12,0.2,-15,0%
COc1ccc(OC)c(NC(=O)c2ccc(N3C(=O)C4CC=C(C)CC4C3=O)cc2)c1 (configuration not stated),43%[activator],-2,-12%,6%,-0.8,-4,0.0,13,11%
CCOC(=O)c1ccc(NC(=O)Nc2ccon2)cc1,16%,2,-16%,-2%,-1.0,-1,0.4,-10,-4%
CC(C)Oc1cccc(C(=O)NC(=S)Nc2cccnc2)c1,22µM*,-1,-8%,-1%,-0.4,1,-0.3,2,2%
CCOc1ccc(/C=N/NC(=O)c2csc(C)c2C)c(OCC)c1,-8%,1,4%,-9%,-1.1,2,0.3,2,-1%
Fc1cccc(Cl)c1CSc1nnc(CN2CCOCC2)n1-c1ccccc1,7%,3,-16%,2%,-0.1,-4,0.0,-16,0%
Cc1c(C)n(CCC#N)c2ccccc12,-4%,5,-18%,3%,1.1,4,0.2,1,6%
COc1ccc(C(=O)Nc2ccc(O)cc2C(=O)O)cc1,-2%,-6,-13%,-6%,.,3,-0.5,.,13%
CN1C(c2ccccc2)=NO[C@]1(C)c1ccccc1,14%[11.4 µM],-1,?,7%[11.4 µM],.,.,.,.,2%
O=S(=O)(/N=C/c1c(O)ccc2ccccc12)c1ccccc1,4%[57.1 µM],-5,-18%,4%[57.1 µM],0.4,6,-0.5,-21,22%
COc1ccc(NC(=O)c2cc3c(=O)n(Cc4ccco4)ccc3nc2C)c(OC)c1,5%[57.1 µM],-10,5%,9%[57.1 µM],0.8,1,0.0,.,-1%
CCOC(=O)O[C@]1(C(=O)COC(=O)CC)CC[C@H]2[C@@H]3CCC4=CC(=O)C=C[C@]4(C)[C@H]3[C@@H](O)C[C@@]21C,-5%,1,-30%,-3%,0.3,-4,0.0,-6,12%
NC(=O)CC(NC(=O)Cc1cccc2ccccc12)c1ccc(NCCc2ccccc2F)c([N+](=O)[O-])c1 (configuration not stated),-16%,2,?,-8%,0.3,6,0.0,0,4%
Cc1cnc(C)c(N(C)NC(=S)Nc2ccccc2)n1,3%,2,-2%,2%,0.0,4,0.1,2,0%
CC1Cc2ccccc2N1C(=O)C1CCCN(S(=O)(=O)c2cccc3cccnc23)C1 (configuration not stated),17%,-3,?,-4%,0.4,-2,0.0,-7,0%
CCN1C(=O)/C(=C\c2cccs2)C(C(=O)OC)=C1C,5%[57.1 µM],-1,-4%,5%[57.1 µM],0.2,-1,0.0,-6,2%
CC(=O)Nc1ccc(S(=O)(=O)N2CCC(NC(=O)C(Cc3cccn3C)NC(C)=O)CC2)cc1 (configuration not stated),-27%,1,-10%,-5%,-0.1,3,-0.3,-2,4%
Cc1ccc(C(C)NC(=O)c2cccs2)cc1C (configuration not stated),16%,1,-19%,1%,.,.,.,.,0%
CN(C)CCC(O)c1ccccc1 (configuration not stated),15%,0,-7%,3%[57.1 µM],5.6,5,0.7,-4,-4%
CC(=O)c1c(C)n(-c2cccc(Cl)c2)c2ccc(OC(=O)c3ccccc3)cc12,12%,-4,-20%,5%,0.8,15,-0.7,.,18%
Cc1ccc(Cl)cc1N1CCN(C(=O)c2cn(C)c3ccc(S(=O)(=O)N4CCC(C)CC4)cc3c2=O)CC1,12%,-2,-6%,-4%,-0.4,-2,-0.1,.,-5%
COc1ccc(CNC(=O)C(=O)NC2CC(C)(C)NC(C)(C)C2)cc1,26%[57.1 µM],3,-2%,7%,1.5,-5,1.7,-8,-1%
O=C(CSc1nnc(NC(=O)c2ccccc2C(=O)O)s1)Nc1ccccc1Cl,16%[57.1 µM],1,-9%,-10%,-1.1,2,0.8,-3,0%
O=C(O)CNCC1COc2ccccc2O1 (configuration not stated),-17%,3,-6%,-3%,0.4,0,-0.1,-22,2%

# From PubChem
